Screens as filed in PubChem.
ADAM17 inh – ADAM17 inhibition, QFRET primary screen | P78536 | recombinant ADAM17, EDANS/DABCYL FRET peptide cleavage | inhibition, % at 6.95 µM | 370,000 tested, 0.83% active;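 active = inhibition above the mean of compounds lying between control limits plus 3 SD, set per campaign, cut at about 8.5% in these data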;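 note: 0% = DMSO-only wells as the low control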
FXN GAA850 act – frataxin GAA850 promoter activation. activation, % at 6 µM. HEK293 lucGAA850 FXN promoter luciferase reporter, 24 h; percent of 10 µM SAHA response. 360,000 tested, 0.56% active;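 active = activation above the average of all compounds screened plus 3 SD, cutoff fixed separately per campaign, cut at about 7.5% in these data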;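 note: 0% = DMSO wells and 100% = 10 µM SAHA wells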
NPR1 activator – GC-A (human) enzyme activation; activation, % at 10 µM; HEK293 GC-A cells, cGMP TR-FRET, EC30 ANP; 0% at EC30 ANP, 100% saturating ANP; P16066; 370,000 tested, 0.14% active; in the data active = activation above about 40%
Target sequence (P16066 whole entry, looked up): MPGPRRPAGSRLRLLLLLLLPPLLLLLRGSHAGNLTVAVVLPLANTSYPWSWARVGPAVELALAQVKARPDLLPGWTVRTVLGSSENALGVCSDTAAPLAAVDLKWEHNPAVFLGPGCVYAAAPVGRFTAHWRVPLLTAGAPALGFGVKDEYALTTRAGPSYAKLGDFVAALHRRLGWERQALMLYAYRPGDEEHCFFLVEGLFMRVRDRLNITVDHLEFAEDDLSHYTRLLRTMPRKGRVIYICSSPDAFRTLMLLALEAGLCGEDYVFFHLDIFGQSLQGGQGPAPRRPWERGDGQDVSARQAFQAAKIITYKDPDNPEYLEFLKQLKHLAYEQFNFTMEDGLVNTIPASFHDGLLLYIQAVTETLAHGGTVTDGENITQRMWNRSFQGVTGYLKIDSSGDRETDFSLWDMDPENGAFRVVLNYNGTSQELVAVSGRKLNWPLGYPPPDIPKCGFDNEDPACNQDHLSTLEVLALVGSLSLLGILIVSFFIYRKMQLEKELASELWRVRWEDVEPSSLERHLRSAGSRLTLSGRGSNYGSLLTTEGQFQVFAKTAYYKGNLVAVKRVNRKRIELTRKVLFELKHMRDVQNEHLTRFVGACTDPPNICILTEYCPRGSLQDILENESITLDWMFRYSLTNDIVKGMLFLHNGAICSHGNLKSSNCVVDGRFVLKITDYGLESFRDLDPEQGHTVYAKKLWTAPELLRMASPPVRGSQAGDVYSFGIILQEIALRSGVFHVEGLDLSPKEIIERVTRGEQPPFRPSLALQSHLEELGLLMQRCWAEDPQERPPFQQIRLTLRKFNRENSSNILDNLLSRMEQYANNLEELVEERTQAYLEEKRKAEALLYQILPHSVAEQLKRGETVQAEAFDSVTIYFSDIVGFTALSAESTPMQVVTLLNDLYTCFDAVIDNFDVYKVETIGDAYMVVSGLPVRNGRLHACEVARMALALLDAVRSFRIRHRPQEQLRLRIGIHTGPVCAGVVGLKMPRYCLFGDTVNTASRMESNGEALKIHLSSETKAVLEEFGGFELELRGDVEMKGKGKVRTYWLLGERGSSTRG
SMARCA2 activ – activators of SMARCA2 function. MG213 cells, MMTV-luciferase reporter, dexamethasone, overnight. activation, % at 9.1 µM. 370,000 tested, 1% active. AID 652017; in the data active = activation above about 7.8%;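 note: 0% = vehicle wells and 100% = reference activator wells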
hcDAF12 agonist – activators of H. contortus DAF-12 nuclear receptor | HEK293 hcDAF-12 lit1-tk-luc reporter, luminescence; 0% DMSO, 100% Δ7-dafachronic acid | activation, % at 6.8 µM | 370,000 tested, 1.4% active | AID 652067;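 active = activation above the mean of all tested compounds plus 3 SD, cut at about 5.5% in these data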;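 note: 100% = response to 3 µM Δ7-dafachronic acid high control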
ADAM10 inh – ADAM10 inhibition, QFRET primary screen; inhibition, % at 7 µM; 370,000 tested, 0.62% active; recombinant ADAM10, EDANS/DABCYL FRET peptide cleavage, 3 h; AID 720582;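 active = inhibition above a per-campaign cutoff equal to the mean of compounds falling between control-based bounds plus 3 SD, cut at about 20% in these data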;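 note: 0% = DMSO wells while the 100% control is not disclosed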
ssDAF-12 act – activators of S. stercoralis DAF-12 nuclear receptor; 370,000 tested, 1% active; AID 652126; HEK293 ssDAF-12/GRIP1 lit1-tk-luc reporter, luminescence; % of 3 µM dafachronic acid response; activation, % at 6.8 µM;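 active = activation above the mean over all tested compounds plus 3 SD, cut at about 0.9% in these data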;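 note: 0% = DMSO-only wells and 100% = 3 µM delta7-dafachronic acid wells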
PG9 binder – small molecules binding HIV-1 gp120 antibody PG9; inhibition, % at 6.7 µM; TR-FRET gp120-PG9 antibody binding; 360,000 tested, 0.43% active; in the data active = inhibition above about 8.5%
DAX1 inh-1 – blocks DAX1 repression of SF-1 activated StAR promoter; HEK293T StAR-luciferase reporter, SF-1/DAX-1 repression relief; inhibition, % at 6.8 µM; 370,000 tested, 1.1% active; AID 652010;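 active = inhibition above the mean over all tested compounds plus 3 SD, cut at about 3.6% in these data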;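 note: 0% = DAX-1 cells with DMSO and 100% = cells lacking DAX-1 with DMSO; higher inhibition means more luminescence from relief of DAX-1 repression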
DAX1 inh-2 – inhibits human nuclear receptor DAX1; P51843; AID 504766; HEK293 Gal4-DAX1 luciferase reporter, luminescence; inhibition, % at 6.75 µM; 340,000 tested, 0.99% active;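 active = inhibition above the mean over all tested compounds plus 3 SD, cut at about 4.2% in these data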;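 note: 0% = DAX1-transfected cells with DMSO and 100% = empty-vector control cells with DMSO; inhibition shows as a rise in luminescence from relieved DAX1 repression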
hgDAF-12 ag – agonists of H. glycines DAF-12 nuclear receptor | HEK293 GAL4-hgDAF12 UAS-luciferase reporter, agonist luminescence; normalized to butyrate control | activation, % at 6.8 µM | 370,000 tested, 1.8% active | AID 687014;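 active = activation above a cutoff set at the mean of all screened compounds plus 3 SD, cut at about 10% in these data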;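 note: 0% = DMSO wells and 100% = sodium butyrate wells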
Active calls of the source: *; x = not tested or not shown.

SMILES	ADAM17 inh	FXN GAA850 act	NPR1 activator	SMARCA2 activ	hcDAF12 agonist	ADAM10 inh	ssDAF-12 act	PG9 binder	DAX1 inh-1	DAX1 inh-2	hgDAF-12 ag
COc1ccc(CCn2c(N3CCOCC3)nc3c2c(=O)[nH]c(=O)n3C)cc1	-3.5	2.1	-0.4	0.3	-2.4	-1.7	-1.2	-0.8	0.2	-0.5	0.7
CCOc1ccccc1NC(=O)CN(C)S(=O)(=O)c1cnc[nH]1	-1.1	-0.2	2.9	-1.9	3.2	-2.7	-0.8	-1.7	-0.5	0.7	-2.9
Cc1cc(C)c2nc(NNC(=O)c3ccc(S(=O)(=O)N4CCCC(C)C4)cc3)sc2c1 (centres undefined)	7.0	0.1	-0.5	-2.6	-4.1	0.2	-1.6	-0.6	-1.7	1.1	-10.0
O=C(N=C1N=C2C=CC=CN2Cc2ccccc21)c1ccc(S(=O)(=O)N2CCOCC2)cc1	5.6	2.0	2.5	4.0	3.2	3.3	0.0	-1.8	4.1*	4.1	15.6*
Cc1ccc(-c2cc(C(=O)N3CCc4ccccc4C3)no2)cc1	-2.3	0.3	-2.9	3.5	0.0	11.3	-1.0	-1.1	-0.1	2.1	3.0
CCCC(NS(=O)(=O)c1ccc(-c2ccc(=O)[nH]n2)s1)c1cccs1 (centres undefined)	-2.5	-1.7	-23.1	-1.1	-2.0	5.6	-0.6	-0.7	-0.1	0.8	-0.4
COc1ccc(S(=O)(=O)N2CCN(C(=O)COc3ccc4c(C)cc(=O)oc4c3)CC2)cc1	-48.0	x	-7.7	-3.7	2.5	-207.3	-1.0	1.7	-1.2	x	1.8
CCc1noc(C)c1C(=O)NNC(=O)c1ccc(Br)cc1	-4.2	1.2	-1.2	-3.2	-0.3	-0.6	-1.6	1.1	-0.4	0.6	-0.3
O=C(COc1ccccc1)N1CCN(C(=O)c2cccc(F)c2)CC1	1.4	-1.8	-1.6	0.0	-1.4	-0.3	-1.5	1.7	0.0	0.3	-1.4
O=C(/C=C/Nc1ccccc1O)c1ccco1	-3.0	4.1	-2.3	3.8	0.5	4.4	0.0	-1.4	-0.3	2.8	4.0
CCCNC(=O)C1(C)CCN(C(=O)COCc2ccccc2)C1 (centres undefined)	-1.7	1.2	3.7	-2.1	-1.2	-6.7	-1.1	-2.5	0.5	x	-1.3
Cc1ccccc1C(=O)Nc1cccc(NC(=O)c2ccc(F)cc2)c1	-3.6	4.1	6.4	-2.3	-1.0	5.8	-1.2	-1.0	-0.7	-0.2	-0.5
CN(CC(=O)Nc1ccc(Cl)cc1)C(=O)COc1ncnc2ccccc12	-4.3	0.4	-3.1	-2.6	-0.5	-6.1	-1.7	0.0	-0.4	0.3	0.1
Cc1ccc(S(=O)(=O)N2CCOCC2)cc1NC(=O)CN1CCC(Cc2ccccc2)CC1	1.3	-1.3	-4.0	-1.3	-4.2	3.4	-2.6	-0.5	-1.7	-1.6	-0.8
COC(=O)c1cc(NC(=O)C2C3C=CC(C3)C2C(=O)O)cc(C(=O)OC)c1 (centres undefined)	-76.8	1.7	1.5	3.8	-1.8	-223.9	-1.5	-0.9	0.2	-0.4	0.2
Cc1ccc(C(=O)NCC(=O)NCC(=O)OCC(=O)c2cccs2)cc1	-3.9	-3.2	2.5	-2.8	-1.1	-6.8	-1.6	-0.6	-0.7	0.0	3.8
CCCN(CCC)C1CC(=O)N(Cc2ccccc2)C1=O (centres undefined)	-0.7	0.4	1.9	1.5	-1.4	6.0	-1.1	-1.8	0.2	0.3	-0.8
O=C(CN1CCN(S(=O)(=O)c2ccc3c(c2)OCCO3)CC1)Nc1cccc(F)c1	5.1	-1.9	-2.1	-2.4	-0.8	-3.8	-0.6	-0.5	1.0	0.3	-2.8
CCCC(=O)Nc1nc2ccc(NC(=O)c3cccnc3)cc2s1	-1.2	-2.9	-5.1	2.2	-2.8	-7.4	-1.6	-1.5	-1.3	-1.9	0.7
CSc1cc(SC)ncn1	0.8	1.4	2.2	-6.3	-0.8	-18.0	-0.4	1.9	0.1	0.7	-0.3
COc1ccc(N(C(=O)c2ccco2)C(C(=O)NC2CCCCC2)c2ccccc2)cc1 (centres undefined)	-2.0	-2.8	-16.6	1.5	-0.7	2.8	-0.9	0.9	0.4	1.8	0.7
NNC(=O)/C(=C\c1ccc(Br)cc1)NC(=O)c1cccs1	-2.9	0.3	-3.1	-1.3	0.0	-13.4	-0.9	0.2	-0.1	0.7	-0.3
Cc1ccc2cccc(OCc3nnc(SCC(=O)O)n3C)c2n1	-9.3	0.5	2.5	2.6	-0.9	-7.3	-1.4	0.4	-0.2	-0.6	1.8
O=C(NCc1cccnc1)[C@@H]1CC=C[C@@H]2CCN(Cc3ccc(Cl)c(Cl)c3)C(=O)[C@@H]21	-2.9	-1.8	-1.9	0.4	-2.7	7.2	-1.4	1.2	-0.9	-0.2	-3.8
O=C(NCCSCc1ccccc1)c1ccccc1	2.8	1.3	3.7	-0.6	-1.4	-4.8	-1.7	-0.5	-0.5	-0.5	-0.8
CNS(=O)(=O)c1cccc(C(=O)OCC(=O)Nc2ccc(Cl)cn2)c1	-3.4	1.1	4.5	-3.6	-0.2	-4.6	-1.5	0.7	-0.4	-0.1	2.8
Cc1ccc(-c2cc(C(F)(F)F)n3ncc(C(=O)O)c3n2)cc1	-7.6	-0.6	-0.1	0.3	-1.0	-19.1	-1.5	-1.4	0.2	0.4	-2.2
CC(=O)Nc1ccc(S(=O)(=O)Nc2ccc(Cl)cn2)cc1	-1.5	0.9	0.5	-0.2	-2.4	3.7	-1.1	-1.1	-0.5	1.7	-0.4
C=CCN1C(=O)[C@@H](CC(=O)NCCc2ccccc2OC)[C@]2(C(=O)OC)CCCCC=C12	-2.6	x	1.3	-0.1	-3.0	-1.7	-1.2	x	0.3	x	1.3
CCOC(=O)C1=C(C)N(c2ccc(Cl)cc2)C(=O)NC1c1cccc([N+](=O)[O-])c1 (centres undefined)	-1.0	-1.0	-3.8	0.5	0.7	3.8	-1.0	-2.6	0.4	-0.6	0.6
COCCNC(=O)c1cccc(OC2CCN(Cc3ccccc3OC(F)F)CC2)c1	-4.2	-0.1	-3.6	-1.5	-1.9	-11.2	-1.4	1.0	-0.3	-0.4	-2.5
N#CC(=C=[N-])c1nc2ccccc2nc1-[n+]1cccc(NC(=O)c2ccc(F)cc2)c1	-4.6	x	-1.3	1.2	-0.6	-4.6	-1.3	-4.0	0.3	x	1.7
CC(=O)c1cccc(NC(=O)N2CCCC2C(=O)NCCc2ccccc2)c1 (centres undefined)	0.8	0.8	0.4	4.6	-2.4	-2.8	-0.6	0.4	-0.7	-0.5	-2.0
Cn1c(=O)c2c(ncn2CC(=O)NCc2cccnc2)n(C)c1=O	2.1	2.0	-4.3	-0.2	-1.0	9.8	-1.3	-0.4	0.8	-1.3	2.6
COc1ccc(CCNS(=O)(=O)c2ccccc2)cc1OC	-1.1	0.3	1.9	-1.4	-0.8	0.9	-0.5	1.4	-0.3	-1.0	2.6
O=C(/C=C/c1ccco1)Nc1ccc(N2CCCC2)cc1	0.7	3.7	-0.2	0.9	1.9	2.8	-1.0	-2.3	-0.1	-0.6	5.5
Cc1cc(C)cc(NC(=S)NC(=O)C2CC2)c1	-1.0	1.3	2.7	0.8	-1.7	-6.4	-1.5	-0.3	0.1	1.5	1.0
CC(C)C(OC(=O)c1ccco1)C(=O)NCc1ccco1 (centres undefined)	-4.2	0.5	-0.6	-3.1	-2.2	-9.4	-1.6	-0.1	-0.7	-1.0	0.2
CCOc1ccc(S(=O)(=O)Nc2ccc(Cl)cn2)c(C)c1C	-1.6	4.8	-1.1	-4.0	-2.3	-8.0	-1.3	0.9	-0.8	0.2	0.7
CCCCCCOC(=O)NCC(O)c1ccccc1 (centres undefined)	-1.9	5.1	1.6	11.2*	1.5	1.5	0.3	0.8	1.6	4.4*	5.5
CCC(C)N=CC1=C(O)C(C(=O)OC)C(C)(C)CC1=O (centres undefined)	-3.0	-0.3	-1.2	2.1	0.1	-0.2	-0.5	-2.4	1.0	0.5	-0.5
CSCCC(NC(=O)c1ccccc1Cl)C(=O)NNC(=O)c1ccccc1O (centres undefined)	-28.5	1.4	-2.3	4.3	1.1	-92.8	-0.7	-0.9	0.2	0.9	0.8
CCn1nnc(-c2ccccc2NC(=O)c2cc(OC)cc(OC)c2)n1	-1.5	-1.3	4.1	-1.2	-1.6	-6.7	-1.4	-1.6	-0.7	-1.3	0.0
CCN(Cc1ccccc1)S(=O)(=O)CCNC(=O)c1ccc(OC)cc1	-0.2	-0.4	-0.4	-0.9	-0.2	-9.5	-1.2	0.9	-0.9	-0.1	-0.1
Cc1[nH]c2ccccc2c1C(O)CN1CCN(c2cccc(C(F)(F)F)c2)CC1 (centres undefined)	-3.2	-1.5	-0.3	-2.0	-0.9	-4.0	-1.0	-0.7	-0.7	-1.3	-0.6
CCN1C(=O)[C@@H]2[C@H](C1=O)[C@@H]1C(=O)Nc3ccccc3C(=O)N1[C@@H]2c1cccc(C)c1	-1.3	1.0	-1.6	-0.9	0.4	-16.9	-1.3	-3.6	-0.3	1.3	-1.2
O=C(CSc1nc2ccccc2c(=O)[nH]1)Nc1ccccc1N1CCOCC1	-2.7	0.1	-0.6	-2.6	0.5	5.8	-0.8	1.3	1.1	0.9	-1.4
CC/C(=N/NC(=O)c1ccc2c(c1)OCO2)c1ccccc1O	1.5	0.0	1.4	-2.2	13.7*	1.4	1.1*	-0.3	-0.3	4.9*	3.6

Brought forward from above: four entries, followed by the next part.
SMILES	ADAM17 inh	FXN GAA850 act	NPR1 activator	SMARCA2 activ	hcDAF12 agonist	ADAM10 inh	ssDAF-12 act	PG9 binder	DAX1 inh-1	DAX1 inh-2	hgDAF-12 ag
Cc1[nH]c2ccccc2c1C(O)CN1CCN(c2cccc(C(F)(F)F)c2)CC1 (centres undefined)	-3.2	-1.5	-0.3	-2.0	-0.9	-4.0	-1.0	-0.7	-0.7	-1.3	-0.6
CCN1C(=O)[C@@H]2[C@H](C1=O)[C@@H]1C(=O)Nc3ccccc3C(=O)N1[C@@H]2c1cccc(C)c1	-1.3	1.0	-1.6	-0.9	0.4	-16.9	-1.3	-3.6	-0.3	1.3	-1.2
O=C(CSc1nc2ccccc2c(=O)[nH]1)Nc1ccccc1N1CCOCC1	-2.7	0.1	-0.6	-2.6	0.5	5.8	-0.8	1.3	1.1	0.9	-1.4
CC/C(=N/NC(=O)c1ccc2c(c1)OCO2)c1ccccc1O	1.5	0.0	1.4	-2.2	13.7*	1.4	1.1*	-0.3	-0.3	4.9*	3.6
CSc1ncccc1C(=O)OC(C)C(=O)Nc1ccc2c(c1)OCCO2 (centres undefined)	4.0	-0.8	-3.2	-3.3	-0.3	0.1	-1.8	-0.1	0.2	1.3	4.0
Fc1cc(F)c(F)c(SCCc2ccncc2)c1F	-1.5	1.5	3.6	-0.6	-1.7	3.8	-1.0	0.7	-0.3	-0.7	4.0
Cn1c(=O)c2c(ncn2CC(=O)OCc2ccccc2)n(C)c1=O	0.6	0.2	-0.9	1.3	-0.7	-1.6	-1.5	-1.4	0.1	-1.7	-1.1
Cc1onc(-c2ccccc2)c1C(=O)NCc1ccccn1	-4.4	-1.6	2.2	0.3	-0.5	-4.3	-0.4	-0.4	-0.6	2.3	-0.3
O=C(c1cc(-c2ccccc2O)on1)N1CCCC1	-2.1	3.3	1.3	8.6*	7.3*	0.5	0.5	-1.1	6.5*	2.0	13.1*
